Assay outcomes: PubChem BioAssay, several laboratories
MEKK2wt PB1 HTS: raises or lowers MEK5 binding to wildtype human MEKK2 PB1 domain; bead flow cytometry, Alexa488-MEK5 binding to MEKK2 WT; actives lie on both sides; 290,000 tested, 1.1% active; Q9Y2U5; binding response (% of control), % at 10 µM; in the data active = binding response below about 67% or above about 130%
IMP-1 inh: blocks Pseudomonas aeruginosa IMP-1 metallo-beta-lactamase; purified IMP-1, nitrocefin hydrolysis, epi-absorbance fluorescence; inhibition, % at 5.6 µM; 290,000 tested, 0.45% active;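 active = inhibition above the mean plus 3 SD of all compounds in the same screening run, cut at about 4.5% in these data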;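 also: 0% = IMP-1 with DMSO and 100% = DMSO wells lacking enzyme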
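System: Purified recombinant IMP-1 metallo-beta-lactamase enzyme | Measured by: Fluorescence quenching readout, ex 480/em 530 nm | Replication: Singlicate | Incubation: 15 min preincubation plus 25 min reaction at 25 °C | Evaluation: Percent inhibition from optical density relative to buffer-blank wells | Benchmarks: DMSO with and without IMP-1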
MEKK2 mut-MEK5: signal of MEK5 binding to mutant human MEKK2 PB1 domain. bead flow cytometry, Alexa488-MEK5 binding to MEKK2 mutant. percent response, % at 10 µM. 290,000 tested, 0.35% active; in the data active = percent response above about 24%, passing the limit was not always enough; also: inactives centre near 1; some results filed as inactive read as strong as hits
NALP1 yeast inh: inhibitors of NALP1 inflammasome in yeast. S. cerevisiae NALP1/ASC/caspase-1 growth, X-gal OD620, 72 h. inhibition, % at 10 µM. 280,000 tested, 0.61% active; in the data active = inhibition mostly above about 24%, no sharp cut-off; inactive = mostly below about 32%; also: some compounds called inactive have numbers as strong as hits
M18AAP inhibitor: PfM18AAP enzyme inhibition. recombinant PfM18AAP, H-Glu-NHMec fluorogenic cleavage. inhibition, % at 7.35 µM. 290,000 tested, 1.2% active. AID 1822;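 active = inhibition above the campaign mean inhibition over all tested compounds plus 3 SD, cut at about 28% in these data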;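 also: 0% = plate median of test compound wells and 100% = 2 mM ZnCl2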
FID counter: fluorescent intercalator displacement, NS3 helicase counter-screen. DNA fluorescent intercalator displacement, fluorescence. inhibition, % at 7.9 µM. 290,000 tested, 0.17% active. AID 1845; in the data active = inhibition above about 37%;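 also: 0% = vehicle and 100% = reference compound; higher means more ethidium bromide displaced from hairpin DNA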
NS3 helicase inh: blocks Hepatitis C virus NS3 helicase unwinding | NS3 helicase DNA unwinding, Cy5 molecular beacon fluorescence | inhibition, % at 10.9 µM | 290,000 tested, 0.56% active;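 active = inhibition above the mean of all tested compounds plus 3 SD, set per campaign, cut at about 35% in these data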;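 also: 0% = DMSO wells and 100% = thioflavine S control wells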
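test system = hepatitis C virus NS3 helicase domain fragment enzyme | reagent = annealed dual-labelled DNA beacon duplex, ATP-started | times = 1 h at 25 °C | detection = Cy5 fluorescence, 0 and 60 min reads | read-out basis = percent inhibition from t60/t0 fluorescence ratio | control set = DMSO and thioflavine S | replication = one well per compound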
VIM-2 inhibitor: blocks Pseudomonas aeruginosa VIM-2 metallo-beta-lactamase | 290,000 tested, 0.89% active | inhibition, % at 5.6 µM | purified VIM-2, nitrocefin hydrolysis, epi-absorbance fluorescence | AID 1527;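 active = inhibition above the mean of all tested compounds plus 3 SD, cutoff set per screening run, cut at about 7.5% in these data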;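 also: red hydrolysis product quenches plate fluorescence so inhibitors raise well fluorescence; 0% = enzyme with DMSO and 100% = DMSO without enzyme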
SUMO HTRF inh: blocks human SUMOylation mediated by UBC9 | P63279 | HTRF SUMOylation assay, SAE1/SAE2 + UBC9, in vitro | inhibition, % at 35 µM | 290,000 tested, 0.36% active; in the data active = inhibition above about 50%, passing the limit was not always enough; also: strong numbers were not always called active
Target sequence (P63279 whole entry, looked up): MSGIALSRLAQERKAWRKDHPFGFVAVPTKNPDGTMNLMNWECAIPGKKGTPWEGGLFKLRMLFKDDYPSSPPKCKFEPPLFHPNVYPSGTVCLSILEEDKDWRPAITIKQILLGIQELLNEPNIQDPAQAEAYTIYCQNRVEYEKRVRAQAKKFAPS
Starred values were filed as active, the others as inactive; x = not tested or not shown. Outcome played no part in choosing rows; about 4.7% have a hit in one of these screens.

Start of the data: the first four records, to show the layout:
SMILES	MEKK2wt PB1 HTS	IMP-1 inh	MEKK2 mut-MEK5	NALP1 yeast inh	M18AAP inhibitor	FID counter	NS3 helicase inh	VIM-2 inhibitor	SUMO HTRF inh
Cc1ccc(S(=O)(=O)C2(C(=O)N3CCN(c4cc(C)ccc4C)CC3)CC2)cc1	99	-2.6	1	2	-3	-35	0	0.7	-9
Fc1ccc(/C=N/NC(=S)Nc2cccnc2)cc1	103	-2.7	0	1	21	-8	1	-3.5	12
O=C(NCCOc1ccccc1Cl)C(=O)Nc1ccccc1	94	-2.7	-5	25	-6	0	-10	0.1	8
Cc1cc(C)nc(OC(C(=O)O)C(OCCC(C)C)(c2ccccc2)c2ccccc2)n1 (stereo not drawn)	97	-4.9	3	-2	-5	-42	32	-1.6	13

All compounds of this part, from the first entry:
SMILES	MEKK2wt PB1 HTS	IMP-1 inh	MEKK2 mut-MEK5	NALP1 yeast inh	M18AAP inhibitor	FID counter	NS3 helicase inh	VIM-2 inhibitor	SUMO HTRF inh
Cc1ccc(S(=O)(=O)C2(C(=O)N3CCN(c4cc(C)ccc4C)CC3)CC2)cc1	99	-2.6	1	2	-3	-35	0	0.7	-9
Fc1ccc(/C=N/NC(=S)Nc2cccnc2)cc1	103	-2.7	0	1	21	-8	1	-3.5	12
O=C(NCCOc1ccccc1Cl)C(=O)Nc1ccccc1	94	-2.7	-5	25	-6	0	-10	0.1	8
Cc1cc(C)nc(OC(C(=O)O)C(OCCC(C)C)(c2ccccc2)c2ccccc2)n1 (stereo not drawn)	97	-4.9	3	-2	-5	-42	32	-1.6	13
COc1ccccc1CNC(=O)CCc1nc2ccccc2c(=O)[nH]1	106	-2.3	4	4	-2	-5	-2	1.9	6
COC(=O)c1ccc(CSCC(=O)Nc2cc(OC)cc(OC)c2)o1	96	-2.7	2	-2	5	-6	5	-1.4	14
CC1CCN(S(=O)(=O)c2ccc(C(=O)N3CCOCC3)cc2)CC1	109	-2.0	7	3	1	-9	4	-1.7	1
CN1CCN(S(=O)(=O)c2cccc(C(=O)NCCOc3ccccc3F)c2)CC1	109	-4.7	9	24	-1	11	-6	-2.7	5
CSCC(C)N1CCC(Oc2cccc(C(=O)NCc3ccccn3)c2)CC1 (stereo not drawn)	106	-3.6	3	-4	2	1	1	-2.8	0
CCOC(=O)C1CCN(Cc2ccc(F)c(F)c2)CC1	101	-0.2	2	16	-7	4	-3	-2.3	-2
CC1CCCC(C)N1CC(O)COC1CCC(C(C)(C)C)CC1 (stereo not drawn)	102	0.6	-1	22	10	29	-15	0.1	7
O=C(Nc1ccc(Cl)cc1)N1N=CCC1c1ccccc1 (stereo not drawn)	95	-2.2	-19	x	-5	-15	-15	-1.8	-5
COc1ccc(NC(=O)CCN2CCCC2)c(OC)c1	104	-3.0	1	0	2	6	0	-0.8	-1
CCN1CCN(c2nc(C)c3c(n2)CC(C)CC3=O)CC1 (stereo not drawn)	93	-0.7	-9	-4	-2	0	-2	1.8	9
COC(=O)Cc1[nH]c(=O)[nH]c1C(=O)OC	95	-2.3	-14	13	-13	-5	-3	-2.6	22
CN(C)CCNC(NC(=O)c1cccs1)C(Cl)(Cl)Cl (stereo not drawn)	109	-1.8	16	28	-4	-4	23	-1.8	-4
CC1Cc2ccccc2N1CC(=O)Nc1ccc(S(=O)(=O)N(C)C)cc1 (stereo not drawn)	108	-0.9	2	x	-1	-5	-3	1.2	-30
COc1ccc(N2CCN(C3CCCN(Cc4cccc(OC)c4)C3)CC2)cc1 (stereo not drawn)	111	-2.1	7	-2	7	-2	6	-2.9	8
COc1ccc(COc2ncnc3ccc(Br)cc23)cc1F	96	-1.3	0	9	-4	-10	-9	0.3	11
Cc1ccc(CN=c2c([N+](=O)[O-])nn(-c3ccc(Cl)cc3)n2O)cc1	95	-0.8	-5	14	-3	1	14	-0.9	-4
O=C(COc1ncnc2ccccc12)NCc1ccco1	91	-0.3	-9	0	-5	-2	1	-1.6	20
O=C(c1ccc(Cl)cc1)N1CCN(CCOc2ccccc2)CC1	100	-4.4	5	-1	-1	-34	-3	-2.7	-1
O=C(Cn1cnc([N+](=O)[O-])c1)Nc1ccc(F)c(Cl)c1	96	-2.6	-2	20	-4	4	-4	-4.0	-1
CCOC(=O)N1CCN(C(=O)/C=C/c2ccc(OC)cc2)CC1	106	-3.0	2	10	-13	-16	5	-1.9	-3
COc1cc(/C=C(\NC(=O)c2ccccc2)C(=O)N2CC3CC(C2)c2cccc(=O)n2C3)cc(OC)c1OC (stereo not drawn)	101	-3.6	-2	x	-2	-39	-7	-2.5	2
COc1cccc(-c2nc3ccccc3s2)c1O	121	-2.3	-1	17	-1	-1	-4	-0.8	43
O=C(CN1C(=O)CCSc2ccc(S(=O)(=O)N3CCCC3)cc21)NCc1ccccc1Cl	94	-3.3	-1	3	2	-35	-6	-2.1	-14
Cc1cc(Cl)c2ccccc2n1	102	-2.9	-2	10	3	1	-3	-6.0	-5
CCOc1cccc(/C=N/NC(=S)Nc2cc(S(=O)(=O)N3CCOCC3)ccc2N2CCOCC2)c1O	90	-3.0	2	24	19	-41	1	-0.5	-13
CCOc1cc(C2C(C(=O)OC)=CN(C3CCCC3)C=C2C(=O)OC)cc(Br)c1O	80	-2.7	-14	14	-9	1	3	-3.4	22
Cc1c(/C=C2\NC(=O)NC2=O)c2ccccc2n1C	105	-2.7	1	12	6	0	-7	0.3	-22
COC(=O)c1ccc(Cn2c(C)cc(C)[n+]2C)o1	106	-1.6	6	28	3	-3	2	0.4	2
CNc1ccc(S(=O)(=O)NCC(=O)OCC(=O)Nc2cccc(Cl)c2Cl)cc1[N+](=O)[O-]	102	-3.6	-1	11	7	-6	7	-5.3	7
O=C(NCc1cccnc1)C(=O)Nc1nccs1	100	-3.8	0	-7	6	1	-2	-3.1	-10
O=C(COC(=O)c1cccc(S(=O)(=O)N2CCc3ccccc32)c1)NC1CCS(=O)(=O)C1 (stereo not drawn)	99	-4.2	3	-16	1	-14	2	-5.7	12
N#C/C(=C\c1ccc[nH]1)S(=O)(=O)c1ccccc1	109	-4.1	5	8	-2	2	-4	1.1	5
Cc1ccc(C2NC(=S)NC3=C2N2CCC3CC2)cc1 (stereo not drawn)	92	-0.7	-6	19	4	6	-1	-1.4	13
Cc1sc(NC(=O)CCCC(=O)O)c(C#N)c1C	98	-2.8	1	8	30*	-6	7	-1.7	16
CC(C)CCOc1ccc(C(=O)NCC(c2ccco2)N(C)C)cc1 (stereo not drawn)	104	-3.4	6	9	8	9	-2	-3.3	7
N#CC1=C(O)C(c2ccccc2)n2c1nc(=O)c1ccccc12 (stereo not drawn)	103	-0.7	5	16	12	-10	14	1.0	45
O=C(Cc1cccc2ccccc12)Nc1nc(-c2cccc([N+](=O)[O-])c2)cs1	97	0.3	24	7	-6	-1	6	-0.5	-19
CC(C)(C)c1ccc(C(=O)NNC(=O)CCC(=O)Nc2ccccc2)cc1	105	-1.8	6	10	-2	-27	-6	-3.4	-6
Cc1ccc(OCC(=O)NCCNC(=O)c2ccccn2)cc1	96	-2.5	-2	-5	-4	-7	8	-1.7	12
O=C(N1CCCCCC1)N1CCN(C(=O)N2CCCCC2)CC1	103	-2.0	12	8	-7	-21	-1	-5.9	2
O=C(Nc1nnc(CCc2ccccc2)s1)c1cccs1	91	-3.6	-6	19	1	-3	-5	-1.4	27
CCOC(=O)c1cc2c(N)c(C(=O)c3ccc(Br)cc3)sc2[nH]c1=O	77	-0.2	-7	-5	-7	-11	9	1.7	33
CCc1nnc(NC(=O)C2CC(=O)N(c3ccc(C)cc3)C2)s1 (stereo not drawn)	92	-2.9	-3	18	-3	-21	3	-1.5	15
Fc1ccc(CCNC(=S)Nc2ccc(F)c(Cl)c2)cc1	96	-3.2	-4	-4	-5	-1	-4	-0.9	1
c1ccc2c(c1)CCN(c1ncnc3nc[nH]c13)C2	119	-3.1	15	24	-1	1	8	1.1	10
Cc1cc(C)cc(NC(=O)Cn2nnc(C(=O)NCc3cccs3)c2N)c1	94	-5.3	1	-16	-8	-16	-3	-8.5	21
Further records.
SMILES	MEKK2wt PB1 HTS	IMP-1 inh	MEKK2 mut-MEK5	NALP1 yeast inh	M18AAP inhibitor	FID counter	NS3 helicase inh	VIM-2 inhibitor	SUMO HTRF inh
O=C(Cc1ccc(Cl)cc1)NCCN1CCCC1	105	-4.6	3	8	3	-1	4	-3.8	6
O=C(CSc1nnc(Cc2cccs2)n1Cc1ccco1)Nc1ccc(Cl)cc1Cl	93	-2.5	-4	-11	-27	-27	17	-2.4	27
S=C(NCCc1ccc(Cl)cc1)Nc1ccc(Cl)cc1Cl	106	-0.7	7	35	-4	-2	10	-2.4	-8
CCNCc1cc(Cl)cc(OC)c1OC(C)C	90	-1.2	-2	22	5	2	12	1.3	-9
O=C(O)c1ccc2c(=O)n3c(nc2c1)/C(=C/c1ccccc1Br)CC3	107	-2.4	2	8	3	-28	13	-1.4	-3
O=C(CSCc1ccc(Cl)cc1)NCc1ccc2c(c1)OCO2	x	-0.8	x	10	0	-13	-2	-2.4	5
Nn1cnnc1SCC(=O)Nc1ccc2c(c1)OCCO2	89	-1.8	-9	-9	-3	0	4	-0.9	8
COC(=O)[C@H](CCSC)NS(=O)(=O)c1ccccc1Br	101	x	6	20	x	x	x	x	5
O=C(NCc1cccs1)C1CCN(c2nccs2)CC1	108	-2.5	1	8	-4	2	-1	-3.1	1
CN(Cc1ccccc1)c1nc2c(c(=O)[nH]c(=O)n2C)n1Cc1ccccc1F	101	-1.1	1	4	3	-23	-13	-1.7	11
Cc1nn(CC(=O)Nc2ccc3c(c2)nc2n3CCOC2)c(=O)c2ccccc12	100	-3.2	10	0	13	-5	-6	1.1	3
CCOC(=O)c1sc(=S)n(CC)c1NC(=O)C1CC1	100	-4.2	2	7	-10	3	2	-1.8	5
O=c1c2ccccc2c(C=Nc2ccc(S(=O)(=O)Nc3ncccn3)cc2)c(O)n1-c1cccc(Cl)c1	86	-2.3	-5	14	-13	-2	-4	-3.6	21
CCCN(CCC)CC(O)COc1ccccc1C(=O)Nc1ccccc1 (stereo not drawn)	94	-3.1	-18	x	0	5	-4	-1.8	6
Cc1cc(C)cc(NC(=O)CSc2ccc(-c3ccccn3)nn2)c1	108	-2.7	5	-1	8	-20	-77	-2.9	-6
O=C(NNC(=O)c1cnccc1C(F)(F)F)c1ccc(Cl)cc1	97	-3.3	-7	5	-8	0	2	-1.3	3
CC/C(=N\NC(=O)c1nnn(-c2nonc2N)c1CN(C)c1ccccc1)c1ccccc1	97	-0.5	-1	-3	1	-25	-7	-2.6	-2
CCOC(=O)Nc1ccc2c(c1)nc(CN1CCOCC1)n2C	105	-6.7	5	x	-11	1	0	-2.0	28
Cc1ccc(CN2C(=O)CCC2C(=O)NCCCN2CCC(C)CC2)cc1 (stereo not drawn)	102	-2.1	-1	-10	3	7	-7	-3.2	4
Cc1cc(C)cc(C(=O)NCC(=O)OCc2cc([N+](=O)[O-])cc3c2OCOC3)c1	96	-1.2	-2	0	-2	1	0	1.5	-9
Cc1ccc(NC(=O)C2C3C=CC4(O3)C2C(=O)N(CCCN2CCCC(C)C2)C4C(=O)NC2CCCCC2)cc1 (stereo not drawn)	106	-4.5	5	2	-3	3	-11	-1.3	9
